PME-1 primary = PME-1 inhibitors via competitive probe labeling, primary screen, biochemical, fluorescence polarization, FP-Rh probe, HTS. recombinant PME-1. inhibition, % at 5.9 µM. 320,000 tested, 0.53% active. AID 2130, 2009;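 active = inhibition above the campaign mean of all compounds plus 3 SD, cut at about 26% in these data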;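 note: competitive labeling of PME-1 active site by serine hydrolase directed probe; 0% = PME-1 with DMSO and 100% = wells lacking PME-1 enzyme; inhibitors block probe labeling so polarization falls and inhibition rises; many of its hits are not listed in these tables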
GSTO1 inh = inhibitors of recombinant GSTO1, primary screen, counter-screen for RBBP9 inhibitor project, biochemical, fluorescence polarization; inhibition, % at 5.96 µM; AID 1974, 2009; activity-based probe fluorescence polarization; 300,000 tested, 1.1% active;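 active = inhibition above the campaign mean inhibition plus 3 SD, cut at about 35% in these data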;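 note: 0% = GSTO1-1 with DMSO and 100% = wells lacking GSTO1-1 enzyme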
LYPLA1 counter = LYPLA1 inhibitors, primary screen, counter-screen for PME1 inhibitor project, biochemical, fluorescence polarization, FP-Rh probe ABPP. Acyl-protein thioesterase 1 (Homo sapiens), O75608. recombinant LYPLA1. inhibition, % at 5.9 µM. 320,000 tested, 0.16% active. AID 2174, 2009;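 active = inhibition above the mean of all tested compounds plus 3 SD, set per campaign, cut at about 14% in these data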;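 note: inhibitors block serine hydrolase probe labeling of LYPLA1 so polarization falls; 0% = enzyme with DMSO and 100% = wells lacking LYPLA1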
Target sequence (O75608 whole entry, looked up): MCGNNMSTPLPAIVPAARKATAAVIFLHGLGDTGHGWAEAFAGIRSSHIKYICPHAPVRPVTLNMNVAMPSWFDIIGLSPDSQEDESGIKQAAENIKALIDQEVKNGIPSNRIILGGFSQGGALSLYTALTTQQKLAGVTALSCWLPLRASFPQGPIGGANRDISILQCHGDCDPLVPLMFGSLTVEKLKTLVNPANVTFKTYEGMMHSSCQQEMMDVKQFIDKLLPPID
PAFAH2 FP inh = PAFAH2 enzyme inhibitors, primary screen, biochemical, fluorescence polarization, human; 340,000 tested, 0.99% active; recombinant PAFAH2, FP-rhodamine activity probe; AID 492956, 2010; Platelet-activating factor acetylhydrolase 2, cytoplasmic (Homo sapiens), Q99487; inhibition, % at 3.39 µM;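 active = inhibition above the mean over all tested compounds plus 3 SD, cut at about 30% in these data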;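 note: inhibitors block probe labeling of enzyme so polarization drops; 0% = enzyme with DMSO and 100% = wells lacking PAFAH2 protein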
PAFAH1B3 FP inh = PAFAH1B3 enzyme inhibitors, primary screen, biochemical, fluorescence polarization, human. Platelet-activating factor acetylhydrolase IB subunit alpha1 (Homo sapiens), Q15102. recombinant PAFAH1B3, FP-rhodamine probe. inhibition, % at 3.39 µM. 340,000 tested, 0.28% active;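 active = inhibition above the screen-wide average of all tested compounds plus 3 SD, cut at about 25% in these data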;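 note: 0% = enzyme with DMSO only and 100% = wells lacking PAFAH1B3 protein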
pPAFAH FP inh = pPAFAH enzyme inhibitors, primary screen, biochemical, fluorescence polarization, human. recombinant pPAFAH, FP-rhodamine probe fluorescence polarization. inhibition, % at 3.39 µM. Platelet-activating factor acetylhydrolase (Homo sapiens), Q13093. AID 463082, 2010. 330,000 tested, 1.5% active;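 active = inhibition above the mean inhibition across the screen plus 3 SD, cut at about 25% in these data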;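 note: inhibitors block binding of the rhodamine activity-based probe so polarization drops; 0% = enzyme with DMSO and 100% = wells lacking pPAFAH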
PAD4 inh = human PAD4 inhibitors, primary screen, biochemical, fluorescence polarization, 1536-well format; Protein-arginine deiminase type-4 (Homo sapiens), Q9UM07; recombinant PAD4, RCA probe fluorescence polarization; inhibition, % at 6.36 µM; 330,000 tested, 0.41% active; AID 485272, 2010;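 active = percent inhibition above a cutoff equal to the mean of all tested compounds plus 3 SD, cut at about 15% in these data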;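 note: 0% = PAD4 with RCA probe and DMSO and 100% = probe without PAD4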
Target sequence (Q9UM07 whole entry, looked up): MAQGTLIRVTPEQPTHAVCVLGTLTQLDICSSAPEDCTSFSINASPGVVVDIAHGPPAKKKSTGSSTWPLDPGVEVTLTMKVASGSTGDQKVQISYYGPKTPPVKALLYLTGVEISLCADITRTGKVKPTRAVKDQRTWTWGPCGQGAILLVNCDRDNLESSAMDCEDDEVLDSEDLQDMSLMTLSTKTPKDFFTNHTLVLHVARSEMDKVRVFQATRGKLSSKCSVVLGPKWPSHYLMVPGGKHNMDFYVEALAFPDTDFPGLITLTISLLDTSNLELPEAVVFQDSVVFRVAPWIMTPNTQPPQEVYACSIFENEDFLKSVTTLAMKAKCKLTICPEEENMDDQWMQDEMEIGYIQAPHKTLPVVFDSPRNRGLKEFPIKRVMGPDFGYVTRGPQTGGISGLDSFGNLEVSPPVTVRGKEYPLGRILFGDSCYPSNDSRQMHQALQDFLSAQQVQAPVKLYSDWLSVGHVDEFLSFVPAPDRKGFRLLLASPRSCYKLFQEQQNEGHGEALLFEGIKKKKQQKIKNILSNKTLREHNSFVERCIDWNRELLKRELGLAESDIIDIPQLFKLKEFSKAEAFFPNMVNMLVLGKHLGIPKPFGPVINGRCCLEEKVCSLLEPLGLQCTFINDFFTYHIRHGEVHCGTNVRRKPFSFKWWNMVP
LYPLA2 inh = LYPLA2 inhibitors, primary screen, counter-screen for PME1 inhibitor project, biochemical, fluorescence polarization, FP-Rh probe ABPP. Acyl-protein thioesterase 2 (Homo sapiens), O95372. recombinant LYPLA2. inhibition, % at 5.9 µM. 320,000 tested, 0.38% active;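 active = inhibition above the screen-wide mean plus 3 SD, limit set per campaign, cut at about 26% in these data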;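 note: 0% = LYPLA2 with DMSO and 100% = wells lacking LYPLA2 enzyme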
PAFAH1B2 inh = PAFAH1B2 enzyme inhibitors, primary screen, biochemical, fluorescence polarization, human; inhibition, % at 3.39 µM; 340,000 tested, 1.2% active; AID 492953, 2010; Platelet-activating factor acetylhydrolase IB subunit alpha2 (Homo sapiens), P68402; recombinant PAFAH1B2, FP-rhodamine activity probe;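 active = inhibition above the mean of all tested compounds plus 3 SD, cut at about 24% in these data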;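 note: 0% = enzyme with DMSO and 100% = wells lacking PAFAH1B2; many of its hits are not listed in these tables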
Active calls of the source: *; / = not tested or not shown. An excerpt; rates above refer to the full screens.

Values in the order – PME-1 primary	GSTO1 inh	LYPLA1 counter	PAFAH2 FP inh	PAFAH1B3 FP inh	pPAFAH FP inh	PAD4 inh	LYPLA2 inh	PAFAH1B2 inh
Brc1ccc(-c2nnc(-c3cccnc3)c3conc23)cc1
→ 2	-3	3	/	/	5	-6	-1	/
COc1ccc([C@H]2CC(=O)C=C(c3cc(C)ccc3F)C2)cc1
→ 12	/	0	-3	7	5	2	15	4
O=C(NCc1ccco1)Nc1ccc(OC(F)(F)F)cc1
→ -2	-2	-1	2	6	0	-3	-4	5
COc1ccccc1-n1nc(C)c(-c2ccccc2)c1N
→ 1	-1	2	0	3	2	1	5	3
COc1cccc(C2=CC(=O)CC(C)(C)C2)c1
→ 11	/	4	-13	12	4	-6	3	9
CCCCCCCCNC(=O)c1ccc(C)cc1
→ -4	-2	-3	/	/	2	-1	-8	/
O=C(O)/C(=C\c1ccccc1OC(F)F)Sc1nnc(-c2ccc(F)cc2)o1
→ 4	3	-1	4	-3	4	-1	2	5
CCOC(=O)CSc1nc2ccc(N3CCOCC3)cc2c(=O)n1Cc1ccc2c(c1)OCO2
→ 4	19	-3	/	/	32*	3	-4	/
Cc1ccc(-c2[nH]ncc2/C=N/n2c(C)nc3ccccc3c2=O)cc1
→ 0	4	-2	10	0	1	1	-5	-1
CC1CCN(C(=O)COc2ccc(Nc3ccccc3)cc2)CC1
→ 0	17	-1	4	-1	10	-4	4	2
O=C(O)C1Cc2[nH]cnc2C(c2cccc([N+](=O)[O-])c2)N1 (stereo not given)
→ 2	3	0	1	6	-1	1	-2	-3
c1ccc2nc(N3CCOCC3)cnc2c1
→ -2	2	-7	-9	6	4	-2	0	1
O=C(c1cc(=O)c2cc(Cl)ccc2o1)N1CCN(Cc2ccccc2)CC1
→ -2	3	-2	-7	-3	-1	0	-5	6
O=C(NCC1CC1)c1cc([N+](=O)[O-])cc([N+](=O)[O-])c1
→ 1	-3	1	-3	16	-3	-1	0	11
Cc1ccnc2nc(C(=O)N3CCN(S(=O)(=O)c4ccccc4)CC3)nn12
→ 5	0	-2	1	1	6	0	9	10
Cc1ccc(-c2cc(C(=O)NCCN3CCOCC3)c3ccccc3n2)o1
→ 6	0	0	-3	-3	1	2	-2	5
Cc1ccc(CNC(=O)C2C3C=CC4(CN(Cc5cccnc5)C(=O)C24)O3)cc1 (stereo not given)
→ 1	-2	-3	2	11	-2	-3	0	2
CCN(CC)CCOC(=O)c1ccccc1Br
→ -5	-1	-1	2	4	-5	-1	-7	-1
COc1cc(C(C(=O)NCc2ccccc2)N(C(=O)c2snc(C(N)=O)c2N)C2CCCC2)cc(OC)c1OC (stereo not given)
→ 3	-3	-2	-9	5	7	-3	-3	2
COc1ccc(OC)c(NS(=O)(=O)c2ccc3c(c2)CCC(=O)N3)c1
→ 1	4	-3	1	-2	4	0	-6	0
CCc1ccc(Oc2ncnc(N)c2[N+](=O)[O-])cc1
→ 2	13	1	7	-1	-1	-6	6	6
O=C(Nc1ccccc1C(F)(F)F)NC1CCCCC1
→ 4	4	2	4	4	-3	1	6	3
COc1ccc(C2=NC(C)(C)Cc3cc(OC)c(OC)cc32)cc1
→ -4	-4	-3	3	7	6	5	3	2
CCOc1ccc(NC(=NCc2ccc3c(c2)OCO3)SC2CC(=O)N(c3ccc(C(=O)O)cc3)C2=O)cc1 (stereo not given)
→ -14	-12	-2	-8	-1	12	-3	-2	-3
C[C@H](CO)N1C[C@H](C)[C@@H](CN(C)C(=O)Nc2ccccc2)Oc2c(NS(=O)(=O)c3ccc(F)cc3)cccc2C1=O
→ /	/	/	5	7	-4	-4	/	3
COc1cccc(-c2c(C(=O)N/N=C(\C)COc3ccccc3)nnn2-c2nonc2N)c1
→ -1	5	3	6	-1	0	3	2	-4
CCOC(=O)c1c(C)[nH]c(C(=O)COC(=O)c2ccc(N3CCCC3=O)cc2)c1C
→ 8	2	-2	5	-4	2	6	-8	-5
COc1ccc(NCc2nnc(SCC(=O)Nc3cccc(C)c3)o2)cc1
→ 7	-3	-4	9	9	5	-6	3	1
Cc1ccc(-c2c[n+](CC(=O)Nc3ccccc3)c3n2CCC3)cc1
→ 1	7	0	9	1	9	-4	-7	0
O=C(Nc1cc(C(F)(F)F)ccc1N1CCOCC1)c1cccnc1Cl
→ 1	1	5	1	10	6	-3	2	0
CN(c1ccccc1C(=O)Nc1cccc(Br)c1)S(=O)(=O)c1ccccc1
→ -5	-1	-2	9	9	3	-2	1	4
CCO[C@H]1OC(C(=O)N2CCN(Cc3ccc4c(c3)OCO4)CC2)=C[C@@H](C2CC2)[C@@H]1CCCO
→ 3	2	3	2	4	1	-10	10	3
CC(C)(C)c1ccc(/C=N/NC(=S)Nc2cccnc2)cc1
→ -4	-4	-1	/	/	5	0	6	/
COCCN=c1scc(-c2cc(OC)ccc2OC)n1/N=C/c1c[nH]c2ccccc12
→ 20	5	2	1	8	11	1	6	5
N#Cc1ccc(C2=NC(C(F)(F)F)(C(F)(F)F)c3c(n(Cc4ccco4)c(=O)[nH]c3=O)N2)cc1
→ 4	-7	0	-4	6	11	-3	6	8
CN(C)Cc1c(C(=O)N/N=C/c2ccncc2)nnn1-c1nonc1N
→ 0	4	-1	2	1	3	-1	-2	1
Clc1ccc(N2COC3c4cccc5cccc(c45)C32)cc1 (stereo not given)
→ -2	3	3	2	4	7	-2	8	5
Cc1cccc(-c2noc(-c3ccc(Cl)cc3[N+](=O)[O-])n2)c1
→ 4	2	-2	4	16	9	0	17	0
CSc1ccc(/C=C2\C(=N)N3N=C(CC(=O)N4CCOCC4)SC3=NC2=O)cc1
→ 4	2	-4	7	2	5	2	-10	-5
CN(CCCC(=O)NCc1ccco1)S(=O)(=O)c1ccccc1
→ -3	2	0	5	-3	-3	0	1	-4
COc1cccc(C(=O)Oc2cc(C)[nH]c(=O)c2[N+](=O)[O-])c1OC
→ -2	-1	4	12	1	2	-2	8	2
CCOc1ccc(CN2CCNC(=O)C2CC(=O)NCCc2cnccn2)cc1 (stereo not given)
→ 0	3	-1	5	8	0	2	-2	1
CN(C(=O)COC(=O)c1cc(S(=O)(=O)N(C)C)ccc1Cl)C1CCS(=O)(=O)C1 (stereo not given)
→ 2	2	6	-4	1	-1	-2	2	7
O=c1c2ccccc2cnn1CCOc1cccc(Br)c1
→ 0	2	2	-3	6	2	0	4	1
COc1ccc(CN(CC(O)COc2cccc3[nH]cc(C)c23)C(C)(C)C)cc1 (stereo not given)
→ 3	3	-2	5	4	2	0	-4	3
COc1ccc(C2CC(c3ccc(OC)c(OC)c3)=NN2S(C)(=O)=O)cc1 (stereo not given)
→ 33*	-2	-3	-14	-3	1	-3	4	-2
CCCN1CCN(CCCNC(=O)C2CCCN(c3nnc(-n4cccc4)s3)C2)CC1 (stereo not given)
→ 4	1	-4	4	1	4	3	5	-1
CCOC(=O)c1cn(Cc2ccccc2)nc1-c1ccccc1
→ -2	-9	-1	5	2	5	0	-1	6
COc1ccc(NC(=O)O/N=C/c2ccccc2)cc1
→ -3	6	1	14	9	5	2	-6	3
CCOc1ccc(NC(=O)C(C)N2C(=O)c3ccccc3C2=O)cc1 (stereo not given)
→ 3	0	0	1	-2	1	-3	2	5
Clc1cccc(Cl)c1COc1ccccc1CNn1cnnc1
→ 4	6	-5	5	8	-3	4	-6	7
Cc1cccc(/C=N\NC(=O)c2ccccc2-n2cccc2)c1
→ 0	0	-1	1	8	2	-1	-1	-1
Cc1cc(C)c2cc(C#N)c(N3CCCC3)nc2c1
→ -7	0	-4	5	4	5	0	-1	-6
CCn1c(C)cc(/C=C2/SC(=S)NC2=O)c1C
→ 2	34	0	8	-9	17	-6	0	-1
CCOc1ccc(OCC)c(S(=O)(=O)NCCOC23CC4CC(CC(C4)C2)C3)c1
→ 18	-1	-3	10	-2	-3	2	7	10
O=C(NCCCN1CCCC1=O)c1ccc2c(c1)ncn2C1CCCCC1
→ -1	5	-1	0	-1	-1	0	-1	8
CCOc1ccc(/C=N/NC(=O)CN2CCSCC2)cc1
→ -6	-2	-1	0	2	5	-4	-4	2
CCOc1ccccc1NC(=O)C(OC(=O)c1ccccc1NS(=O)(=O)c1cccs1)c1ccccc1 (stereo not given)
→ -7	-7	-2	-7	13	-2	0	-15	-3
COc1cc(C(=O)c2ccccc2)c(OC)cc1C(=O)Nc1ccc(O)cc1
→ -1	-13	-5	-2	2	-1	-5	-5	3
COc1ccc(C(=O)Nc2ccc(Cn3ccnc3)cc2)cc1OC
→ -2	3	1	3	-2	2	3	5	4
CCCCn1c(N)c(N(CC)C(=O)c2cccc(OC)c2)c(=O)[nH]c1=O
→ 4	8	4	7	6	1	-1	1	-2
O=C(CCn1nc(-c2ccccc2)c2ccccc2c1=O)N1CCN(c2ccccc2)CC1
→ 1	11	1	-14	2	1	1	4	2
CC(C(=O)NCC1CCCO1)n1cccc1C(=O)c1ccccc1 (stereo not given)
→ 6	14	1	1	10	0	3	0	-1
